Assay outcomes as filed in PubChem.
LYPLA2 inh = LYPLA2 inhibitors, primary screen, counter-screen for PME1 inhibitor project, biochemical, fluorescence polarization, FP-Rh probe ABPP | recombinant LYPLA2 | inhibition, % at 5.9 µM | actives 0.38% (n = 320,000) | Acyl-protein thioesterase 2 (Homo sapiens), O95372 | AID 2177, 2009;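 active = inhibition above the screen-wide mean plus 3 SD, limit set per campaign, cut at about 26% in these data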;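 also: 0% = LYPLA2 with DMSO and 100% = wells lacking LYPLA2 enzyme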
Target sequence (O95372 whole entry, looked up): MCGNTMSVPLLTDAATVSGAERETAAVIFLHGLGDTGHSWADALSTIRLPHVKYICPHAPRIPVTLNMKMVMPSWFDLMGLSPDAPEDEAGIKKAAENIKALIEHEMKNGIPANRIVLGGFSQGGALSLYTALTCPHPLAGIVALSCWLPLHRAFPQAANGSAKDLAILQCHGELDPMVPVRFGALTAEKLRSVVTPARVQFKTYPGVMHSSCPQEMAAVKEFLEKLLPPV
PAD4 inh = human PAD4 inhibitors, primary screen, biochemical, fluorescence polarization, 1536-well format. recombinant PAD4, RCA probe fluorescence polarization. inhibition, % at 6.36 µM. actives 0.41% (n = 330,000);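 active = percent inhibition above a cutoff equal to the mean of all tested compounds plus 3 SD, cut at about 15% in these data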;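 also: 0% = PAD4 with RCA probe and DMSO and 100% = probe without PAD4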
Target sequence (Q9UM07 whole entry, looked up): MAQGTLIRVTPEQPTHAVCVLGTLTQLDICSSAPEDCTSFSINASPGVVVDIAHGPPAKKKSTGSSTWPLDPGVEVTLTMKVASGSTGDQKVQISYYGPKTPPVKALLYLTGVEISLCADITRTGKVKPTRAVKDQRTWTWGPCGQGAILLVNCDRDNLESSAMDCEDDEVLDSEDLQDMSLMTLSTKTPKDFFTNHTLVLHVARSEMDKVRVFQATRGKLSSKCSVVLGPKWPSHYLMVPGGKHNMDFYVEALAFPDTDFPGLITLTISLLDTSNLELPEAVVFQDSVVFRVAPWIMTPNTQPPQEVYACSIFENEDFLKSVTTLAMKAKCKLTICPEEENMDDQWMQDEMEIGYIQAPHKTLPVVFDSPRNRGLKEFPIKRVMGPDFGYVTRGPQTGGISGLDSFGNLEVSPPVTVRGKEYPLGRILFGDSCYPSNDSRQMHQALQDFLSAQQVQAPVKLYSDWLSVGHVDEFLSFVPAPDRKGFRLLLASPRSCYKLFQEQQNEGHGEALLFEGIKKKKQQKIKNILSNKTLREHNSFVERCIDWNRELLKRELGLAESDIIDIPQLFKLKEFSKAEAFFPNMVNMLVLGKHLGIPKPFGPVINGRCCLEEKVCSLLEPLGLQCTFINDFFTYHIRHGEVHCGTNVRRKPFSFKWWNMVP
PAFAH2 inh = PAFAH2 enzyme inhibitors, primary screen, biochemical, fluorescence polarization, human. Platelet-activating factor acetylhydrolase 2, cytoplasmic (Homo sapiens), Q99487. recombinant PAFAH2, FP-rhodamine activity probe. inhibition, % at 3.39 µM. actives 0.99% (n = 340,000);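 active = inhibition above the mean over all tested compounds plus 3 SD, cut at about 30% in these data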;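 also: inhibitors block probe labeling of enzyme so polarization drops; 0% = enzyme with DMSO and 100% = wells lacking PAFAH2 protein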
PREPL inh = PREPL enzyme inhibitors, primary screen, biochemical, fluorescence polarization. Prolyl endopeptidase-like (Homo sapiens), Q4J6C6. recombinant PREPL, fluorescence polarization activity-based probe. inhibition, % at 5.96 µM. actives 0.68% (n = 320,000). AID 2751, 2010; in the data active = inhibition above about 43%;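 also: 0% = enzyme with DMSO and 100% = wells lacking enzyme; many of its hits are not listed in these tables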
ZTA DNA inh = blocks Epstein-Barr virus ZTA, an EBNA-1 counter-screen | P03206 | ZTA-DNA binding, fluorescence polarization | inhibition, % at 11 µM | actives 0.15% (n = 320,000) | AID 2234; in the data active = inhibition above about 33%
GSTO1 counter = inhibitors of recombinant GSTO1, primary screen, counter-screen for RBBP9 inhibitor project, biochemical, fluorescence polarization; actives 1.1% (n = 300,000); activity-based probe fluorescence polarization; inhibition, % at 5.96 µM;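 active = inhibition above the campaign mean inhibition plus 3 SD, cut at about 35% in these data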;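 also: 0% = GSTO1-1 with DMSO and 100% = wells lacking GSTO1-1 enzyme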
LYPLA1 counter = LYPLA1 inhibitors, primary screen, counter-screen for PME1 inhibitor project, biochemical, fluorescence polarization, FP-Rh probe ABPP. Acyl-protein thioesterase 1 (Homo sapiens), O75608. recombinant LYPLA1. inhibition, % at 5.9 µM. actives 0.16% (n = 320,000). AID 2174, 2009;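 active = inhibition above the mean of all tested compounds plus 3 SD, set per campaign, cut at about 14% in these data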;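 also: inhibitors block serine hydrolase probe labeling of LYPLA1 so polarization falls; 0% = enzyme with DMSO and 100% = wells lacking LYPLA1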
EBNA-1 inhibitor = EBNA-1 DNA-binding inhibitors, primary screen, biochemical, fluorescence polarization; inhibition, % at 14.8 µM; AID 1950, 2009; actives 0.34% (n = 300,000); in the data active = inhibition above about 28%
PAFAH1B3 inh = PAFAH1B3 enzyme inhibitors, primary screen, biochemical, fluorescence polarization, human; recombinant PAFAH1B3, FP-rhodamine probe; actives 0.28% (n = 340,000); Platelet-activating factor acetylhydrolase IB subunit alpha1 (Homo sapiens), Q15102; inhibition, % at 3.39 µM;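 active = inhibition above the screen-wide average of all tested compounds plus 3 SD, cut at about 25% in these data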;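 also: 0% = enzyme with DMSO only and 100% = wells lacking PAFAH1B3 protein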
* marks the source's active call; other numbers are inactive results; / = no result given. These rows are one share of the data. The share of hits here may be higher or lower than overall.

SMILES,LYPLA2 inh,PAD4 inh,PAFAH2 inh,PREPL inh,ZTA DNA inh,GSTO1 counter,LYPLA1 counter,EBNA-1 inhibitor,PAFAH1B3 inh
COC(=O)c1ccc(Cn2nc(-c3ccc(C)c(C)c3)ccc2=O)cc1,4,-2,7,-44,-3,-7,-3,-15,11
O=C(Oc1ccccc1)c1cccc(N2C(=O)CCC2=O)c1,3,-1,3,4,9,-4,-2,9,10
COc1ccccc1OCc1nnc(SCC(=O)NCc2ccco2)n1Cc1ccco1,-2,0,9,10,12,7,-2,1,2
Cc1cc(C)c(C)c(OCCOCCN2CCOCC2)c1,-1,-2,-3,15,-5,-3,2,-10,3
COC(=O)CSc1nc(N)c(C#N)c(-c2ccco2)c1C#N,-10,0,11,-3,9,-49,-3,4,5
Cc1ccccc1C(=O)Nc1ccc(O)c2c(=O)cc(-c3ccccc3Cl)oc12,-3,5,-4,3,-10,6,-3,6,5
O=C(CCc1nc2ccccc2[nH]c1=O)OCc1ccc(S(=O)(=O)N2CCOCC2)cc1,1,5,0,1,-12,-5,-2,3,-1
CCOc1ccc(N=Nc2c(C)noc2C)cc1,-3,-6,-5,0,18,0,-2,10,4
O=C(CSc1nnc(Cn2nnc3ccccc32)o1)Nc1ccc(Cl)cc1,2,-2,-7,8,2,2,2,-10,5
CCN(CC)S(=O)(=O)c1cc(C)c(C)cc1OCC(=O)NC1CCCC1,5,-2,1,-1,2,-5,5,4,-2
Cc1cc(C)n(C(=O)CCCn2cc([N+](=O)[O-])cn2)n1,-4,-1,-2,-9,0,4,-5,7,4
CCNc1nc(NC(C)(C)C)nc(N(C#N)CC)n1,-1,-2,2,-10,15,1,-4,3,-2
C=CCNC(=O)N1CCC(n2nccc2NC(=O)CCCc2ccccc2)CC1,-14,-9,-7,6,-14,1,-6,-10,9
COc1cccc(-c2csc(NC3OC(=O)c4c3ccc(OC)c4OC)n2)c1 (stereo not drawn),-3,-2,/,-7,-9,-2,0,-3,/
Cc1cc(C)nc(-n2nc(C)c(Oc3ccccc3O)c2C)n1,1,1,3,9,6,14,-2,3,5
NS(=O)(=O)c1ccc(NC(=O)CN2CCCc3ccccc32)cc1,0,-3,0,11,5,23,-3,-1,8
Cc1ccc(CC2CC(=O)N(c3nc4ccccc4s3)C2=O)cc1 (stereo not drawn),6,0,-6,-21,-6,-5,0,-4,8
CCOC(=O)c1cc2sccc2n1CC(=O)N1CCCC1,1,2,3,-4,0,1,0,8,2
CC(=O)Nc1cc(C(N)=O)c(Cl)cc1Cl,0,1,2,1,3,6,1,7,8
COc1ccc(-n2ncc3c(N4CCN(Cc5ccccc5)CC4)ncnc32)cc1,5,-2,7,-28,-5,-4,4,-10,0
COC(=O)Nc1ccc(S(=O)(=O)Nc2cc(C(F)(F)F)c[nH]c2=O)cc1,-8,-1,5,-6,-10,3,0,3,4
COc1ccc(C(=O)N2CCCC(CCC(=O)NCc3ccc(F)c(F)c3)C2)cc1F (stereo not drawn),-4,0,1,-3,15,2,-1,0,3
N#CC(Nc1ccccc1)c1ccccc1OCc1ccccc1 (stereo not drawn),-3,-2,-2,17,-6,0,0,2,-2
O=S1c2ccccc2Nc2ccccc21,-4,8,1,18,-6,11,-4,3,0
CNC(=O)CC1C(=O)N(Cc2ccccc2)C(=S)N1NC(=O)c1cccc(F)c1 (stereo not drawn),5,-1,2,3,2,8,0,6,3
O=C(CCNC(=O)OCc1ccccc1)NC1CCCCCC1,3,-2,10,2,-1,-2,-5,8,-4
COc1ccc(Nc2nc3ccccc3c(=O)s2)c(OC)c1,3,3,-3,10,-11,11,-2,2,14
Cc1ccc(-n2cc(CNCCCn3ccnc3C)c(-c3ccc(F)cc3)n2)cc1,-1,-3,2,13,-2,1,7,-5,5
C=CCn1c(C)cc(C(=O)COC(=O)/C=C/c2ccc(OC)cc2)c1C,-1,3,62*,7,-8,5,-3,-5,5
Cc1c(NC(=O)C(C)C)cccc1-c1nc2ncccc2o1,-4,-2,-1,1,0,-5,-3,6,3
CCNC(=O)NC1(C(=O)Nc2ccc3c(c2)CCC3)CCCCC1,2,5,3,3,-17,3,-2,-3,6
Cc1c(C(=O)N2CCCCC2)sc(NC(=O)C2CC2)c1C#N,-5,6,2,4,29,-5,0,5,1
C=CC[n+]1c(C)csc1Nc1cccc(Br)c1,9,8,1,5,-1,7,2,-2,-2
O=C(CSc1cccc(C(F)(F)F)c1)Nc1ccc(Cl)cc1Cl,-3,5,-4,-3,-34,2,-5,-4,1
CC(C)N1C(=O)S/C(=C/c2ccc(Sc3nc4ccccc4[nH]3)o2)C1=O,-16,-43,-7,-3,2,-6,-16,-2,-3
O=S(=O)(NCc1ccccc1)c1ccc(S(=O)(=O)N(Cc2ccccn2)C2CCCC2)cc1,-3,-4,11,-2,12,7,-3,12,3
CCc1ccc(-c2nc(CS(=O)CC(=O)NCCc3ccccc3)c(C)o2)cc1 (stereo not drawn),0,-2,7,-10,15,-1,-4,6,9
O=C(CN(c1ccccc1)S(=O)(=O)c1ccc(Cl)cc1)Nc1cccnc1,2,-4,0,-3,-3,-4,-2,-3,2
O=C(c1cc2c(s1)-c1ccccc1OC2)N1CCN(c2ccccn2)CC1,-4,-3,5,20,19,10,2,6,4
CCOC(=O)c1cc(CC)sc1N1C(=O)CC(Sc2ncccc2C(=O)O)C1=O (stereo not drawn),-3,-3,9,0,-3,-2,-1,4,4
CCN(c1ccccc1)S(=O)(=O)c1ccc(OC)c(NC(=O)c2cccs2)c1,-7,-5,17,-6,5,-12,-1,-6,12
Cc1cc2c(OCC(O)CNC3CCCCC3)cccc2[nH]1 (stereo not drawn),11,-4,-6,15,8,-6,5,-2,7
Cc1c(NC(=O)c2ccc(N(Cc3ccccc3)S(C)(=O)=O)cc2)c(=O)n(-c2ccccc2)n1C,4,-5,3,0,-9,-2,1,0,2
O=C(Nc1cccc(Cl)c1)c1ccc2ncsc2c1,-3,5,5,-12,-3,-4,-12,-3,1
CCSc1c([N+](=O)[O-])c(=O)n(-c2ccccc2)c2ccccc12,1,23*,2,14,-3,-8,1,-3,-4

As entered above.
`C=CC[n+]1c(C)csc1Nc1cccc(Br)c1` @ PAD4 inh: 8
`O=C(Nc1cccc(Cl)c1)c1ccc2ncsc2c1` @ EBNA-1 inhibitor: -3

More structures
SMILES,LYPLA2 inh,PAD4 inh,PAFAH2 inh,PREPL inh,ZTA DNA inh,GSTO1 counter,LYPLA1 counter,EBNA-1 inhibitor,PAFAH1B3 inh
NC(=O)c1ccc(NC(=O)CSC2=Nc3ccccc3C3CC=NN23)cc1 (stereo not drawn),-17,4,-8,-2,7,-6,-6,11,-17
CCCC(=O)Nc1nc(C)c(-c2csc(Nc3ccccc3OC)n2)s1,-4,-5,2,12,-2,0,-5,-3,12
COc1cc(NC(=O)CCNC(=O)Cn2cnc3ccccc3c2=O)cc(OC)c1OC,-1,0,-3,-8,5,0,-3,-4,-4
CCCC(=O)N1N=C(c2ccccc2)CC1c1cn(C)c2ccccc12 (stereo not drawn),2,0,4,6,1,-3,-4,0,1
CC(C)(C)NC(=O)COc1coc(CN2CCN(C(=O)c3ccco3)CC2)cc1=O,-3,1,8,13,7,25,1,0,0
CCOC(=O)C1=C(NC#N)OC(C)=C(C)C1c1ccc(O)cc1 (stereo not drawn),-1,-2,9,-11,4,5,1,2,0
CCCCN(C(=O)CC1CCCCC1)c1c(N)n(CC(C)C)c(=O)[nH]c1=O,4,1,8,5,2,/,0,/,10
COc1ccc(O)c(/C=N/N=C/c2cccc([N+](=O)[O-])c2)c1,2,-1,3,14,6,9,-3,-3,4
O=C(COC(=O)COc1ccccc1)Nc1ncc([N+](=O)[O-])s1,3,-5,11,8,3,/,-4,/,8
O=C(Cc1ccccc1)Nc1cccc(N2CCCC2)c1,-6,-14,12,51*,12,15,-1,-7,5
Cc1cc(C(=O)CCC(=O)Nc2ncccc2O)c(C)s1,-5,-4,-7,7,-5,4,3,-14,7
O=C(Cc1ccc(Cl)cc1Cl)NCc1cccnc1,0,-1,2,-2,1,3,1,-1,5
CCNC(=O)CC1C(=O)N(c2ccccc2)C(=O)N1CCOC (stereo not drawn),-6,-4,-5,1,22,0,0,18,4
COc1ccc(NCC(=O)N/N=C/C=C\c2ccccc2)cc1,2,-8,2,67*,-26,-1,-2,-4,3

A second format for part of the listing above:
Order of results – LYPLA2 inh, PAD4 inh, PAFAH2 inh, PREPL inh, ZTA DNA inh, GSTO1 counter, LYPLA1 counter, EBNA-1 inhibitor, PAFAH1B3 inh
CCCCN(C(=O)CC1CCCCC1)c1c(N)n(CC(C)C)c(=O)[nH]c1=O
  4, 1, 8, 5, 2, /, 0, /, 10
COc1ccc(O)c(/C=N/N=C/c2cccc([N+](=O)[O-])c2)c1
  2, -1, 3, 14, 6, 9, -3, -3, 4
O=C(COC(=O)COc1ccccc1)Nc1ncc([N+](=O)[O-])s1
  3, -5, 11, 8, 3, /, -4, /, 8
O=C(Cc1ccccc1)Nc1cccc(N2CCCC2)c1
  -6, -14, 12, 51*, 12, 15, -1, -7, 5
Cc1cc(C(=O)CCC(=O)Nc2ncccc2O)c(C)s1
  -5, -4, -7, 7, -5, 4, 3, -14, 7
